# Source: PubChem
# HIF-2a inh: HIF-2a reporter inhibitors, primary screen, luminescence, 786-0 RCC cells; 0.72% of 360,000 active; AID 624352, 2012; 786-0 RCC cells HIF-2a reporter, luciferase luminescence, overnight; inhibition, % at 18.8 µM;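 active = inhibition of the luminescence signal of 40% or more relative to plate controls, in a single-dose primary screen at 18.75 µM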
# Shn3 3UTR inh: reduction of Shn3 3'UTR firefly luciferase signal, primary screen, Schnurri-3 inhibitor project, cell-based, Clone20 osteoblasts, set 2 | Clone20 osteoblast Shn3 3'UTR firefly luciferase, 24 h | inhibition, % at 12.5 µM | 0.52% of 360,000 active | AID 588674, 2011;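 active = mean inhibition of at least 75% with every replicate also reaching 75%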;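 also: 0% = median of neutral control wells and 100% = pilot-screen positive control compound; some compounds past the cut are filed as inactive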
# KKLEB tox: cytotoxicity in KKLEB CF airway cells, primary screen, cytotoxicity control for CF NF-kB inhibitor project, cell-based, uHTS, fluorescence assay plates; KKLEB CF airway cells viability, ATPlite luminescence, overnight; hits give low values; cells stimulated with P. aeruginosa culture filtrate; activity change (cytotoxicity), % at 5 µM; 0.36% of 360,000 active; AID 602141, 2011;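 active = corrected activity change at or below -50% at 5 µM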
# CaV13 FRET inh: Primary screen for inhibitors of IQ motif and Ca2+-dependent inactivation inhibitor domain binding in CACNA1D, Förster resonance energy transfer in living cells, …; HEK cells, CFP/YFP FRET ICDI-IQ, plate reader, 10 min; percent FRET-ratio fall versus neutral wells; inhibition, % at 12.3 µM; 0.098% of 340,000 active; AID 743397;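 active = mean replicate inhibition of at least 30% and at least 1% of replicates passing that level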;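 also: 0% = median of the neutral control wells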
# CF NFkB block: inhibitors of PAF-induced NF-kB signaling, primary screen, cell-based, GFP fluorescence, uHTS; KKLEB NF-kB-GFP reporter, GFP fluorescence overnight; inhibition, % at 5 µM; 0.86% of 360,000 active; AID 588850, 2011;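 active = at least 50% inhibition at 5 µM, scaled per plate between neutral and stimulator controls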;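 also: PAF is a Pseudomonas aeruginosa culture filtrate used as stimulus; plate controls were PAF-stimulated DMSO wells for no effect and unstimulated DMSO wells for full effect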
# NR2E3 ag-1: NR2E3 agonists in two-hybrid cells, primary screen, cell-based, luminescence, CHO-S, Gal4-NCOR/VP16-NR2E3; luciferase; inhibition of corepressor binding, % at 3.98 µM; 0.35% of 360,000 active; AID 602229, 2012;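 active = inhibition above the mean of all tested compounds plus 3 SD, cut at about 70% in these data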;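 also: 0% = DMSO with NR2E3 transfected cells and 100% = cells lacking NR2E3 construct; higher means lower luciferase signal from less NR2E3 corepressor binding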
# Target sequence (Q9Y5X4 whole entry, looked up, the tested form may be a part): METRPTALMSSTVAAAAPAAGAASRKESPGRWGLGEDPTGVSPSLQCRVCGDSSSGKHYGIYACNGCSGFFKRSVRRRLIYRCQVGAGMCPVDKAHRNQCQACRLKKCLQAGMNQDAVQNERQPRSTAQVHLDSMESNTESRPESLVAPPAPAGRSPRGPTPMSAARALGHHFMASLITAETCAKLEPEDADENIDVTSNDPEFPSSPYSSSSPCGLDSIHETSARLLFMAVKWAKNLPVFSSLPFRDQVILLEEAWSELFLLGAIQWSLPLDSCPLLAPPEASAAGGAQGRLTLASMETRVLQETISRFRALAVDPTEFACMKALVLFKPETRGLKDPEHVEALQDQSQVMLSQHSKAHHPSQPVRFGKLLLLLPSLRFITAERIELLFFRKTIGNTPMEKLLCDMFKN
# PDI inh: inhibitors of human PDI, primary screen, biochemical, turbidity, single point, plate reader | AID 588391, 2011 | 0.052% of 350,000 active | PDI insulin aggregation turbidity, A650, 90 min | inhibition, % at 10 µM;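 active = mean inhibition across replicates of 30% or more, whatever share of single replicates reach that level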;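 also: absorbance from insulin aggregation driven by PDI reduction with DTT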
# Target sequence (P07237 whole entry, looked up): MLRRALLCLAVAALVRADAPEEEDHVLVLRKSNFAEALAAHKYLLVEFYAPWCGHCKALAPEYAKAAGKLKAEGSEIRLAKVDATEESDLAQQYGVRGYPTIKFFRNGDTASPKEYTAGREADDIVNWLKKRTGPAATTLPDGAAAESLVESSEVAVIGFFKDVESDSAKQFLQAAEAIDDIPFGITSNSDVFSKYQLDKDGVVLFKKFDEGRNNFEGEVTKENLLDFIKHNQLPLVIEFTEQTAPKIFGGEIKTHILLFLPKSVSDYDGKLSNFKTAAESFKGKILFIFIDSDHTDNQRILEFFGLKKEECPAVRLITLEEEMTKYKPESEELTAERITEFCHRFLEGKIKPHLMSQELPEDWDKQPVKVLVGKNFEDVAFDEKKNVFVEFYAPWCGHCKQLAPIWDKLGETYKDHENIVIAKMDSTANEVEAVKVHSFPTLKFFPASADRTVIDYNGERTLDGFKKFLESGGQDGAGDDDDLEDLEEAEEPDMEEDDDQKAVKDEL
# Peg3 prom inh: Peg3 promoter-driven luciferase inhibitors, primary screen, cell-based, HeLa, luciferase luminescence. HeLa PEG-Prom luciferase reporter, overnight. 1.7% of 360,000 active. inhibition, % at 20 µM;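 active = inhibition of at least 50% at 20 µM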
# Vif imaging: HIV Vif self-association inhibitors, primary screen, imaging, HEK293T, single point; HEK293T cells, Vif self-association by quenched fluorescence, 24 h; inhibition, % at 7.49 µM; 0.35% of 340,000 active; AID 602346, 2012; in the data active = inhibition above about 50%, passing the limit was not always enough; also: some results filed as inactive read as strong as hits
# NR2E3 ag-2: inhibitors of NR2E3-RetCOR corepressor binding, primary screen, NR2E3 agonist project, biochemical, TR-FRET, GST-NR2E3, biotin-RetCOR; AID 2300, 2010; 0.12% of 320,000 active; Photoreceptor-specific nuclear receptor (Homo sapiens), Q9Y5X4; 1536-well; inhibition of corepressor binding, % at 4.78 µM;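 active = percent inhibition above the cutoff of mean plus 3 SD of all tested compounds, set per screening campaign, cut at about 20% in these data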;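 also: 0% = DMSO wells and 100% = biotin wells as full block of FRET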
#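 Format: 1536-well format; test system: GST-NR2E3 and biotin-RetCOR proteins; read-out basis: percent inhibition of TR-FRET ratio; timing: 5 h incubation at 4 °C; detection: time-resolved FRET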
# MITF TRPM1 inh: inhibitors of MITF-dependent TRPM1 promoter reporter, primary screen, cell-based, SK-MEL-5, single point, luciferase; SK-MEL-5 TRPM1 promoter luciferase, 24 h; inhibition, % at 12.5 µM; 0.83% of 330,000 active; AID 488899, 2010;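 active = mean inhibition across replicates of 60% or more, whatever share of single replicates reaches that level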; also: values of inactives mirror those of a sister screen read the other way
# Active calls of the source: *; / = no result given.
Compound	HIF-2a inh	Shn3 3UTR inh	KKLEB tox	CaV13 FRET inh	CF NFkB block	NR2E3 ag-1	PDI inh	Peg3 prom inh	Vif imaging	NR2E3 ag-2	MITF TRPM1 inh
O=C(N/N=C/c1ccc2c(c1)OCO2)c1ccc(NC(=O)c2ccc(F)cc2)cc1	-21.5	15.5	-7.8	-3.5	14.9	-13.8	13.9	13.4	11.4	4.2	-13.6
COCCNC(=O)CCCn1c(=O)c2ccccc2n(CC(=O)NCCC2=CCCCC2)c1=O	6.3	-5.1	-15.3	-0.3	10.7	-16.1	14.6	5.4	-3.4	/	9.7
COc1ccc(Cl)cc1S(=O)(=O)n1nnc2ccccc21	-8.5	-2.6	-17.4	-3.4	5.7	4.0	-11.1	-11.3	8.3	-0.2	-12.8
O=C(CSC1=Nc2ccccc2C2=NC(Cc3c[nH]c4ccccc34)C(=O)N12)NC1CCCCC1 (stereo not drawn)	6.2	4.1	2.5	-3.8	-3.3	4.6	-12.4	1.2	-10.8	0.4	6.8
Cc1nc(C(=O)NCCC(C)C)sc1C1(C)CC(c2ccccc2)=NO1 (stereo not drawn)	-0.5	-18.8	-3.2	-4.7	-25.7	7.8	0.5	-20.9	-7.7	-1.4	-4.8
COC(=O)C(Cc1ccccc1)NC(=S)NC(=O)c1ccccc1 (stereo not drawn)	1.1	-21.9	-12.3	2.8	26.8	1.3	-0.1	13.3	4.7	-0.1	0.0
CCOc1ccc(S(=O)(=O)Nc2ccc(C(=O)NNC(=O)c3ccncc3)cc2)cc1	3.7	-1.4	1.2	-5.1	5.8	-13.7	0.1	2.8	-7.4	-3.2	1.8
Cc1nc(SCc2ccccc2C)n[nH]1	-16.6	-16.8	-0.8	-5.2	-8.8	-31.8	-12.1	-26.0	4.0	-4.6	7.3
O=C(Cc1ccc(Cl)cc1)Nc1ccc(S(=O)(=O)Nc2ncccn2)cc1	19.9	-16.4	4.1	-1.2	-10.7	-0.9	7.8	10.5	3.1	0.6	-1.0
CN(C)n1cnc2ccsc2c1=O	0.7	-10.2	7.9	-5.1	-8.2	-22.9	1.2	-8.5	7.7	-5.5	-11.1
O=C(CN1CCN(Cc2ccc(Cl)cc2)C1=O)NCCCN1CCOCC1	3.7	-5.6	-4.6	-5.7	-23.9	16.0	8.0	2.6	-0.4	3.2	6.2
CN(C)/C(=N\OC(=O)c1ccccc1)c1nonc1N	24.4	6.6	11.1	-3.0	-8.0	-13.5	-18.2	16.3	-0.3	-2.0	9.5

# Pulled one by one from the list above, two records:
Compound	HIF-2a inh	Shn3 3UTR inh	KKLEB tox	CaV13 FRET inh	CF NFkB block	NR2E3 ag-1	PDI inh	Peg3 prom inh	Vif imaging	NR2E3 ag-2	MITF TRPM1 inh
COCCNC(=O)CCCn1c(=O)c2ccccc2n(CC(=O)NCCC2=CCCCC2)c1=O	6.3	-5.1	-15.3	-0.3	10.7	-16.1	14.6	5.4	-3.4	/	9.7
CN(C)/C(=N\OC(=O)c1ccccc1)c1nonc1N	24.4	6.6	11.1	-3.0	-8.0	-13.5	-18.2	16.3	-0.3	-2.0	9.5

# (list continues)
Compound	HIF-2a inh	Shn3 3UTR inh	KKLEB tox	CaV13 FRET inh	CF NFkB block	NR2E3 ag-1	PDI inh	Peg3 prom inh	Vif imaging	NR2E3 ag-2	MITF TRPM1 inh
COc1ccc(-n2ncc3c(N4CCCCC4)ncnc32)cc1	81.0*	82.1	-81.5*	/	1.3	39.7	-1.5	81.1*	-8.8	0.2	84.4*
O=C(c1ccco1)N1CCN(C(=O)c2ccc(CS(=O)c3ccc(F)cc3)o2)CC1 (stereo not drawn)	3.6	-8.8	14.0	-4.4	2.7	-2.6	3.9	8.2	-6.4	0.9	7.4
COc1ccc(OC)c(/C=C/C(=O)N(C)CC(=O)Nc2ccc(N3CCOCC3)cc2)c1	11.3	-10.2	13.6	-6.7	-28.5	19.9	1.2	18.0	-6.1	0.0	-5.8
CCCCNC(=O)c1ccc2nc(CC)c(N(CCC(C)C)CCN(C)C)n2c1	6.5	9.7	-1.0	-6.5	9.6	5.9	-5.9	-6.1	24.8	/	/
CCOC(=O)C1CCN(C(=O)c2cc(S(=O)(=O)N3CCOCC3)ccc2C)CC1	7.3	-4.2	1.1	-4.7	4.7	-40.2	10.1	-7.6	37.5	5.0	-10.4
CCCN(CCC)CCCNC(=O)CNC(=O)c1nn(-c2ccc(OC)cc2)c(=O)c2ccccc12	11.8	9.5	3.2	-6.4	-4.8	16.1	-6.7	-5.5	-1.4	-0.1	-3.3
CC(C)c1ccc(NC(=O)C2C3C=CC4(O3)C2C(=O)N(CCCN2CCCCC2)C4C(=O)NC2CCCCC2)cc1 (stereo not drawn)	9.6	15.1	-21.3	-3.2	11.3	-11.1	-10.5	-5.9	13.3	1.0	-6.2
COc1ccc2c(O)c(-c3c(C)cc(C)cc3C)c(=O)[nH]c2c1	17.2	21.0	3.8	-2.3	-8.3	19.2	-1.8	2.6	-10.9	-1.6	8.0
O=c1c2sccc2n(Cc2cccc(F)c2)c(=O)n1-c1ccc(F)cc1	22.5	8.1	0.5	-8.4	4.1	-41.1	-3.8	5.2	-2.1	1.9	3.4
O=C(NC(=S)Nc1ccc(Br)cn1)c1cncc(Br)c1	-15.7	-14.4	-15.2	-7.7	17.4	-2.4	6.4	-105.8	13.8	4.0	7.0
CC/S(CC1CC1(Cl)Cl)=N\S(=O)(=O)c1ccc(C)cc1 (stereo not drawn)	19.1	9.5	-0.9	-4.8	11.4	9.7	13.8	-0.8	1.7	4.4	4.2
CC(C)(CCC(=S)N1CCOCC1)c1ccccc1	-20.7	4.6	-10.0	-5.2	-16.0	-24.9	-5.9	-47.9	8.8	/	3.9
CC(=O)c1cccc(-c2ccnc3c2CC(C(=O)NCc2cccs2)O3)c1 (stereo not drawn)	-9.4	-7.1	-14.0	-5.5	15.0	21.6	-2.5	-19.6	0.8	/	/
Cc1c(Cl)c(-c2n[nH]c(=S)n2-c2ccccc2)nn1C	12.2	-17.6	3.2	-2.1	5.9	-8.9	1.7	7.4	-2.9	14.4	-3.9
O=c1c2ccccc2nc2n1CCC2	0.2	7.3	-5.2	-5.9	2.5	11.3	7.8	-3.5	8.9	7.4	5.4
Nc1ccc(-c2nc3ncccc3o2)c(O)c1	-278.0	-45.6	6.6	-2.7	-21.5	-53.2	0.7	-231.8	0.8	5.7	-92.6
O=C(c1ccco1)N(Cc1nc2ccccc2c(=O)[nH]1)C1CCCC1	-15.1	-3.8	-14.7	/	-4.6	-12.0	-1.0	-12.4	-0.4	1.8	4.5
Cc1ccc(-c2nnc(-c3cccc(Br)c3)o2)cc1	-208.4	-54.5	-4.9	-5.1	-7.2	-130.1	-8.4	-249.0	-4.5	3.7	-47.5
COc1ccc(-c2c3c(cc(C)[n+]2[O-])oc2ccc(OC)cc23)cc1	17.1	5.8	3.2	-4.5	-32.5	-21.2	3.9	11.2	-15.4	-4.7	15.4
Cc1nc2c(C(=O)NCc3ccco3)cnn2c(C)c1Cc1ccc(F)cc1Cl	4.9	17.1	-4.3	-3.8	6.0	-6.0	6.2	19.1	-22.1	7.1	-4.3
O=C(CCS(=O)(=O)c1ccc(Cl)cc1)NCCc1c[nH]c2ccccc12	-0.9	-67.8	5.7	-6.9	7.6	17.1	0.8	-8.5	-8.2	0.6	22.4
O=C(NNc1cccc(Cl)n1)C(F)(F)F	-4.5	-3.2	9.9	-5.2	9.1	-30.6	0.6	5.5	-0.8	0.1	7.3
C=CCn1c(C)cc(C(=O)CN2C(=O)c3ccccc3S2(=O)=O)c1C	94.5*	91.0*	-4.6	/	-13.5	55.6	-6.7	93.5*	2.9	1.9	94.1*
Cc1ccccc1CN(c1ccc(C(N)=O)cc1)S(C)(=O)=O	9.6	-18.6	2.7	-4.3	8.4	8.4	7.3	9.5	1.2	-2.0	1.1
Cc1nc(-c2cccc(S(=O)(=O)N3CCOCC3)c2)cs1	4.1	-9.4	6.9	-7.5	-16.1	6.5	1.4	-4.2	4.0	1.8	-5.9
Cc1noc(C)c1C(=O)N1CCC1(C)C(=O)NS(=O)(=O)Cc1cccc(Cl)c1 (stereo not drawn)	2.8	-23.4	-7.3	-9.3	18.8	6.9	-7.5	2.2	0.8	/	/
Cc1c([N+](=O)[O-])c(C(=O)NC2CCCC2)nn1C	17.1	-12.4	-9.0	-9.4	1.9	9.8	0.9	22.4	11.2	/	-12.9
CC(=O)N1CCC(=NNC(=O)c2cc3ccccc3cc2O)CC1	-3.5	-8.4	-4.8	-5.5	-21.9	-21.9	3.9	-13.2	50.5*	-0.2	-2.4
CSCC[C@H](NC(=O)OC(C)(C)C)C(=O)N1CCC(C(=O)N[C@@H](C)C(=O)NC(C)c2ccccc2)CC1 (stereo partly drawn)	-2.1	-0.7	2.2	/	-5.9	-1.9	/	8.5	-11.0	0.2	-6.4
O=C(Nc1nccs1)C12CC3CC(C1)CC(C(=O)Nc1nccs1)(C3)C2	3.8	/	12.1	-0.8	-12.1	-11.1	-4.2	5.5	/	0.1	12.4
C=Cc1ccc(C(=O)N2CCCC(CCC(=O)N3CCN(c4ccccn4)CC3)C2)cc1 (stereo not drawn)	-4.9	-17.0	21.1	-12.5	-19.5	22.9	7.9	6.8	-5.0	-2.2	-1.5
CCN(CC)S(=O)(=O)c1cccc(-c2nnc(C(=O)c3ccc(C(F)(F)F)cc3)o2)c1	0.3	5.8	4.6	-5.4	-9.6	-1.1	1.2	21.6	-0.9	3.1	10.5
CCCCOC(=O)c1ccc(NC(=O)C(CCS(C)(=O)=O)NC(C)=O)cc1 (stereo not drawn)	3.0	10.8	1.3	-2.3	-10.9	-4.0	5.2	5.5	1.2	6.7	-6.0
NC(=O)C1CCN(C(=O)c2cc3ccccc3cc2O)CC1	7.0	1.7	7.7	-5.2	-21.4	-8.6	-1.6	4.2	9.7	0.1	-2.4
Cc1ccc2c(CC(=O)NCCc3ccc(S(N)(=O)=O)cc3)coc2c1	6.4	-5.6	25.2	4.7	-34.3	-15.3	-0.7	-11.5	-15.9	3.4	0.4
O=C(COC(=O)c1ccco1)Nc1nc2c(F)c(F)c(F)cc2s1	-19.9	-7.1	7.3	-3.3	-2.9	-14.4	0.8	-28.5	-4.0	3.8	-5.4
